# Screening data as filed in PubChem.
# DSG3 Ab inh = blocks pemphigus antibody binding to human desmoglein-3 | P32926 | AID 588358 | DSG3-coupled beads, scFv-anti-DSG3-GFP binding, flow cytometry; active compounds read low | 310,000 tested, 0.48% active | binding (percent of control), % at 10 µM;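 active = binding more than 3 SD below its plate's average and above zero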;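 note: hits lower antibody fragment binding to DSG3; some compounds called inactive have numbers as strong as hits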
# Target sequence (P32926 whole entry, looked up, the tested form may be a part): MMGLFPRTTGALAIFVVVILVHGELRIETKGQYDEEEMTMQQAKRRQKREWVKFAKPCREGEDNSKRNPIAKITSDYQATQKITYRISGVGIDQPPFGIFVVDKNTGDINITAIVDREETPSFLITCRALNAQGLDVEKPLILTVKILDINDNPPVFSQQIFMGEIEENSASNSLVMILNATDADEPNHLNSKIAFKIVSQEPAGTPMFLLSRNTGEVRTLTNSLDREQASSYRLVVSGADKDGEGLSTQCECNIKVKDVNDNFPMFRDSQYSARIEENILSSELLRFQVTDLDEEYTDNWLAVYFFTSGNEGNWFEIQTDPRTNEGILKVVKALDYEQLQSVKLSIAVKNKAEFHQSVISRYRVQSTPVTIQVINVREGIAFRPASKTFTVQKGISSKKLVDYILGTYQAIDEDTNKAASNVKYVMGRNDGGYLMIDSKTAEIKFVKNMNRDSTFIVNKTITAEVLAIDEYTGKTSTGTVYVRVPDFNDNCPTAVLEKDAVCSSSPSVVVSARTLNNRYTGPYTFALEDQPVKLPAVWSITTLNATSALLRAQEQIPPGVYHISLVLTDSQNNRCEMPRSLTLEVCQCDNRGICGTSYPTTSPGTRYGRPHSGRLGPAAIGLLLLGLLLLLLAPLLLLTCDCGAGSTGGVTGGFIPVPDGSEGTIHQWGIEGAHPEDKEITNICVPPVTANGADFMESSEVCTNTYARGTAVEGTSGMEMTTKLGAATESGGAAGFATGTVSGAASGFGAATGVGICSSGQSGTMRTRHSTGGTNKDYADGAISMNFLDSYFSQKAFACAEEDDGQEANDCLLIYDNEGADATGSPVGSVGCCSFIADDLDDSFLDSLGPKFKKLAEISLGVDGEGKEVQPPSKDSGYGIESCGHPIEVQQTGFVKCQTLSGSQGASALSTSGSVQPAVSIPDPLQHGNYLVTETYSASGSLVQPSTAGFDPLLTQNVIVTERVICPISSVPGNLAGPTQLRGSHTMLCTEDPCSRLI
# C-LANA FP = blocks KSHV LANA C-terminal domain binding to DNA | MBP-C-LANA/FAM-LBS DNA binding, fluorescence polarization | inhibition, % at 9 µM | 340,000 tested, 0.078% active | AID 504423;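 active = highest replicate inhibition at or above 60% at 9 µM, even if other replicates fall short; inactive = all replicates below 60% inhibition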;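 note: 0% = neutral control wells and 100% = 4 µM acridine orange control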
# NSD2 inh = NSD2 (human) methyltransferase inhibition; 310,000 tested, 0.54% active; AID 743445; NSD2 peptide methylation, AlphaScreen, 120 min; O96028; inhibition, % at 12.5 µM; in the data active = inhibition above about 50%
# Arrestin-AP2 inh = human beta-arrestin and AP2 interaction inhibition; FITC-arrestin peptide / GST-AP2 beads, flow cytometry; AP2 beta2 appendage carries R879A mutation; inhibition, % at 10 µM; 340,000 tested, 0.31% active;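 active = inhibition above a set limit, near 3 SD of compounds lacking own fluorescence, cut at about 54% in these data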;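 note: plate controls were DMSO wells for no effect and 5 µM unlabelled arrestin peptide for full effect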
#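 system = GST-tagged AP2 beta2-adaptin appendage (R879A) on 4 µm glutathione beads | reagent = FITC-labelled arrestin peptide probe, 50 nM final | schedule = compound with beads 12 min RT, then probe 1 h RT | signal = HyperCyt-sampled flow cytometry, FL1 channel, ex 488/em 535 nm | read-out = percent response from loss of bead-bound FITC fluorescence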
# CAL PDZ FP-1 = inhibitors of human CAL PDZ peptide binding; 330,000 tested, 0.02% active; AID 504414; inhibition, % at 20 µM; purified CAL PDZ, TMR-peptide fluorescence polarization, 1 h; Q9HD26;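 active = highest replicate inhibition of at least 40%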;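 note: plate controls were DMSO neutral control wells for no effect and unlabeled competitor peptide control wells for full effect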
#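 Material – purified CerCALP PDZ construct · Detection – FP readout, S and P plane fluorescence · Measure – percent inhibition from loss of millipolarization · Controls – unlabelled peptide for full inhibition, DMSO wells as neutral · Probe or stimulus – TMR-labelled reporter peptide T*-PRC34 bound in PDZ groove · Times – 1 h at RT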
# Keap1 Nrf2 FP = Keap1-Nrf2 (human) interaction inhibition; Q14145; 340,000 tested, 0.15% active; inhibition, % at 9.4 µM; Keap1 Kelch-Nrf2 peptide fluorescence polarization, 1536-well; in the data active = inhibition above about 12%;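 note: human Keap1 Kelch domain with fluorescein labeled Nrf2 9mer peptide probe; 0% = neutral control wells and 100% = peptide positive control; higher means more block of Keap1 binding to Nrf2 peptide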
# CAL PDZ FP-2 = CAL PDZ (human) peptide binding inhibition; purified CAL PDZ, TMR-peptide fluorescence polarization, 1 h; inhibition, % at 24.9 µM; 300,000 tested, 0.92% active; AID 602252;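 active = mean inhibition of at least 30% with at least half of replicates also reaching 30%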;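 note: 0% = DMSO neutral control and 100% = excess unlabeled competitor peptide PRC23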
# V-ATPase pH = regulators of yeast V-ATPase proton transport; AID 504577; 350,000 tested, 0.37% active; S. cerevisiae, pHLuorin cytosolic pH fluorescence; response, % at 10 µM; in the data active = response mostly above about 7.3%, no sharp cut-off; inactive = mostly below about 5.4%; note: actives read high; inactives centre near 0; some compounds called inactive have numbers as strong as hits
# DAGLB inh = diacylglycerol lipase beta (human) inhibition; Q8NCG7; HEK293T DAGLB membrane lysate, EnzChek fluorogenic substrate; inhibition, % at 5.17 µM; 340,000 tested, 0.059% active; in the data active = inhibition above about 34%;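 note: 0% = enzyme with vehicle and 100% = wells lacking enzyme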
# Cardiac RTF inh = cardiac RTF calcium desensitization; P19429+P45379; IANBD-labeled cardiac RTF, Ca2+ fluorescence; inhibition, % at 7.15 µM; 340,000 tested, 0.12% active; AID 493244;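 active = inhibition above the mean inhibition of all tested compounds plus 3 SD, cut at about 17% in these data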;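 note: assay run at fixed EC70 calcium of 1.6 mM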
# * hit, by the source's call; x = no result given.
SMILES,DSG3 Ab inh,C-LANA FP,NSD2 inh,Arrestin-AP2 inh,CAL PDZ FP-1,Keap1 Nrf2 FP,CAL PDZ FP-2,V-ATPase pH,DAGLB inh,Cardiac RTF inh
Nc1nc2nn(-c3ccccc3)nc2c(=O)[nH]1,92,0.2,-2,-8,-1.3,3,-5,0,5,-7
O=C(CNc1cccc2ccccc12)N/N=C/C=C/c1ccco1,98,1.3,2,8,1.3,0,6,-2,6,6
COc1c(C)cc(NC(=O)c2ccc3c(c2)NC(=O)CO3)cc1C,123,1.0,-5,27,-3.2,1,5,-3,3,3
CC[C@@]1(C(=O)OC)N[C@H](CN(C)C(=O)Nc2ccccc2)[C@@H]2C(=O)N(C)C(=O)[C@@H]21,87,-0.9,x,2,0.6,2,-3,0,-3,-3
CC(C)CC(NC(=O)C1CCC(C)CC1)C(=O)NCCN1CCOCC1 (stereo not given),109,0.1,x,10,-1.0,-4,-2,-5,2,-7
CCOC(=O)c1cnn(-c2ccccc2)c1-c1ccncc1,89,1.1,12,30,-0.6,0,15,-5,-1,-2
O=C(CN(C1CC1)S(=O)(=O)c1ccc(S(=O)(=O)NC2CCCCC2)cc1)Nc1ccccc1,115,0.2,0,18,x,-1,-2,1,-1,7
COc1ccc(C)cc1NC(=O)CN1C(=O)c2cccc3cccc1c23,99,0.2,x,-1,-0.5,2,-3,2,-1,-10
CC(C)(C)C(=O)Nc1nc2c(c(=O)[nH]1)CCCC2,147,-0.6,-2,14,0.3,-3,2,-2,-6,2
CCOC(=O)/C(=N/Nc1ccc(Br)cc1)N1CC(C)OC(C)C1 (stereo not given),x,1.0,0,7,0.0,-3,-1,-5,-3,-6
CC(NC(=O)CSc1nc(C2CC2)n(-c2ccccc2)n1)c1ccco1 (stereo not given),87,0.4,2,10,-1.6,-1,x,-1,-2,-2
CC(=O)Nc1ccc(NC(=O)COc2ccc(Cl)cc2Cl)cc1,96,-0.5,-6,0,-0.7,4,-3,-4,2,-9
O=C(CCCCC(=O)NCCc1ccccc1)NCCc1ccccc1,111,-0.1,11,4,-1.9,-6,2,0,-1,0
O=C(c1ccc(NS(=O)(=O)c2cccc(F)c2)cc1)N1CCCC1,x,0.6,-2,9,-2.8,6,-5,2,-1,-2
Cc1ccc(N(Cc2cc3ccccc3[nH]c2=O)C(=O)c2cccs2)cc1C,97,-3.2,44,29,-0.5,-2,-1,3,3,5
Cc1ccc(-c2cc(C(F)(F)F)n3nc(C(=O)NCCCn4ccnc4)cc3n2)cc1C,96,1.6,-3,-2,x,3,-3,-2,-5,1
Cc1ccc(NC(=O)c2ncn(CCCNCCCc3ccccc3)n2)cc1C,107,0.3,x,17,-0.4,-6,-2,4,-2,-1
COCCCNCC(O)COc1ccccc1F (stereo not given),108,-2.6,0,-6,-0.9,4,-16,0,2,-10
CCOC(=O)N1CCC(NC(=O)CS(=O)Cc2nc(-c3ccc(Cl)cc3)oc2C)CC1 (stereo not given),102,-0.5,-7,-6,-3.4,-3,-2,0,1,-4
C/C(=N\NC(=S)NC1CCCCC1)c1ccc(O)cc1,119,-0.3,4,13,-0.4,-8,-2,0,0,-2
Fc1ccc(CNc2cnccn2)cc1,95,0.2,5,27,-0.5,-3,x,-1,0,-5
O=C(CNC(=O)[C@@H]1Cc2ccccc2CN1)NC1CCCC1,95,-0.6,2,5,-2.3,0,-3,-6,-3,6
O=C(N/N=C\c1cccnc1)C1c2ccccc2Oc2ccccc21,99,-0.2,2,12,-0.7,0,-1,-1,0,2
CC(C)(C)C1CCC(=NNc2ccc(S(N)(=O)=O)cc2[N+](=O)[O-])CC1 (stereo not given),106,-1.0,1,1,-1.7,-5,0,1,19,-3
Cc1ccc(-c2nnc(Sc3nc4ccccc4o3)c3ccccc23)cc1,122,-0.6,0,-4,-1.6,-3,0,-3,-7,-2
O=C(Nc1ccccn1)NC12CC3CC(CC(C3)C1)C2,99,1.0,-2,5,-0.1,-6,14,-2,1,-4
O=C1NCC(c2ccccc2)(c2ccccc2)C(=O)N1,103,-2.7,-2,3,-0.2,-5,42*,2,1,0
CCOC(=O)C1=CN(Cc2ccco2)S(=O)(=O)NC1c1ccc(Br)cc1F (stereo not given),103,1.7,x,-9,-0.5,-5,-1,1,-4,-3
N#C/C(=C\c1cccc(NC(=O)c2ccccc2Cl)c1)C(=O)NCCc1ccccc1,97,0.3,1,-7,-1.7,-2,-4,1,-2,3
Cc1onc(-c2ccccc2)c1C(=O)Nc1ccc(S(=O)(=O)N2CCOCC2)cc1,97,-0.9,-3,1,-1.7,1,-6,1,0,-16
COC1CCCN(C(=O)c2ccc3oc(Cc4ccc(Cl)cc4)nc3c2)C1 (stereo not given),102,0.5,1,-8,-2.1,4,-4,3,-3,0
CC(C)Oc1ccc(C(=O)Nc2c3c(nn2-c2ccccc2)CS(=O)(=O)C3)cc1,120,-1.3,0,32,-3.4,-1,0,1,0,-3
CCn1nc(C(=O)N[C@@H](CCSC)c2nc3ccccc3[nH]2)c2ccccc2c1=O,74,-1.1,8,-4,-2.4,-1,-3,3,-2,-20
COc1ccc(OC)c(C2NC(=O)NC(C)=C2C(=O)Nc2ccc(C)cc2C)c1 (stereo not given),101,-0.4,16,8,-1.6,1,-3,-3,3,4
CC(C)CN1C(=O)NC(NC(=O)c2cccnc2)(C(F)(F)F)C1=O (stereo not given),108,1.7,2,-9,-0.6,0,-2,-2,0,-8
COc1ccccc1-c1cc(C(=O)N2CCOCC2)no1,104,-0.6,-5,-12,-1.3,4,-2,1,0,-4
CCC(=O)N1CCc2cc(S(=O)(=O)NCCC(=O)N3CCN(Cc4ccccc4)CC3)ccc21,104,1.1,-1,5,-1.8,2,2,2,0,5
CCc1nnc2n1N=C(c1ccc(OC)cc1)CS2,106,0.0,-1,25,-1.1,-3,x,1,-2,0
CNC(=O)c1ccc(OCc2ccccc2)c(OC)c1,97,-1.6,-2,24,0.0,3,-1,3,1,2
O=C(CN1C(=O)NC2(CCCCCC2)C1=O)NCc1ccc(F)cc1,96,-2.9,0,13,-2.6,4,-6,1,-1,-3
COc1ccc(-c2csc(N)n2)cc1F,100,0.7,-3,7,-3.4,-3,x,2,-1,-6
CCn1cc([N+](=O)[O-])c(C(=O)Nc2nc(-c3ccc(C)cc3)c(C)s2)n1,96,0.2,-5,27,-2.5,0,x,-5,-2,2
CC(Cc1cccs1)NC(=O)Nc1ccc([N+](=O)[O-])cc1 (stereo not given),105,-0.4,4,15,-2.3,3,0,4,-2,2
CC12Cc3ccc4ccccc4c3C=C1C[N+](C)(C)C2 (stereo not given),97,-0.2,-1,-9,-1.1,0,-2,0,-1,-6
CCNC(=O)/C(C#N)=C/c1c(N2CCN(C)CC2)nc2c(C)cccn2c1=O,97,2.6,2,-1,-0.5,-2,43*,0,-1,-4
CC(=O)Nc1ccc(NC(=O)C2CC(=O)N(c3ccc(Cl)cc3)C2)cc1 (stereo not given),103,1.3,-2,-13,-0.5,-1,5,0,3,-1
Cc1onc(-c2ccc(Cl)cc2)c1-c1ccnn1S(=O)(=O)c1cccc(C(F)(F)F)c1,99,0.3,-3,-14,0.0,-7,x,4,x,x
Nc1ccc(C(=O)OCCCc2nc3ccccc3[nH]2)cc1,110,-0.3,0,0,x,-1,-3,2,1,-2
COc1cccc(/C=N/Nc2ncc(C(F)(F)F)cc2Cl)c1O,x,1.6,-2,-2,-0.8,-4,-5,-4,5,-9
CC(=O)c1ccc(NC(=O)CC(C)S(=O)(=O)c2ccc3c(c2)CCN3C(C)=O)cc1 (stereo not given),99,0.6,0,-15,-1.9,1,-1,3,-1,0
C=CCn1c(SCC(=O)Nc2ncc(Cc3ccc(C)c(Cl)c3)s2)nnc1-c1ccncc1,99,-0.4,-3,8,0.3,-5,-4,-6,2,-13
COC(=O)[C@]1(C)N[C@H](c2ccc(-c3cccc(Cl)c3)c(OC)c2)[C@@H]2C(=O)N(C)C(=O)[C@@H]21,95,-4.0,x,22,-0.1,3,-3,0,0,-7
Cc1c(/C=N/O)sc2ccccc12,108,0.7,14,18,-0.4,-3,x,-5,-3,6
CCOc1nsc(OCC)n1,87,0.4,-4,9,-0.9,-3,-2,0,0,-1
O=C(O)C1CCc2nc(NCc3ccccc3)nc(NCc3ccccc3)c2C1 (stereo not given),111,0.3,2,16,-0.8,1,-3,2,2,-7
CCOC(=O)CC(=O)CSc1nc2ccccc2c(=O)n1-c1ccc(C(=O)NCCOC)cc1,104,0.2,0,9,0.1,-1,-2,-2,3,-9
CCN(CCn1cccn1)C(=O)c1cccc(OC2CCN(S(C)(=O)=O)CC2)c1,102,5.1,-3,1,-0.6,-7,-5,5,0,-6
O=C1CCC[C@@H]2[C@H]3CCC[N+]4([O-])CCC[C@@H](CN12)[C@@H]34 (stereo not given in full),98,0.3,-1,15,-3.1,-7,29,4,0,-7
CC1CC(C)(C)NC(=S)N1CC(=O)NCc1ccccc1Cl (stereo not given),86,0.9,x,-1,0.9,0,-3,-1,0,-3
Cc1ccc(NC(=O)CN(C)C(=O)CCC(=O)c2cccs2)cc1,x,2.3,32,7,0.0,-5,-4,1,-1,-8

# Retrieved by compound from the list above:
SMILES,DSG3 Ab inh,C-LANA FP,NSD2 inh,Arrestin-AP2 inh,CAL PDZ FP-1,Keap1 Nrf2 FP,CAL PDZ FP-2,V-ATPase pH,DAGLB inh,Cardiac RTF inh
O=C1CCC[C@@H]2[C@H]3CCC[N+]4([O-])CCC[C@@H](CN12)[C@@H]34 (stereo not given in full),98,0.3,-1,15,-3.1,-7,29,4,0,-7
C=CCn1c(SCC(=O)Nc2ncc(Cc3ccc(C)c(Cl)c3)s2)nnc1-c1ccncc1,99,-0.4,-3,8,0.3,-5,-4,-6,2,-13
Cc1ccc(NC(=O)CN(C)C(=O)CCC(=O)c2cccs2)cc1,x,2.3,32,7,0.0,-5,-4,1,-1,-8
CCN(CCn1cccn1)C(=O)c1cccc(OC2CCN(S(C)(=O)=O)CC2)c1,102,5.1,-3,1,-0.6,-7,-5,5,0,-6

# Next part.
SMILES,DSG3 Ab inh,C-LANA FP,NSD2 inh,Arrestin-AP2 inh,CAL PDZ FP-1,Keap1 Nrf2 FP,CAL PDZ FP-2,V-ATPase pH,DAGLB inh,Cardiac RTF inh
CC(C)(C)OC(=O)N1CCOCCOCCN(C(=O)OC(C)(C)C)CCOCC1,101,0.0,-4,36,-1.0,3,-4,-8,-3,6
CCOc1ccc(S(=O)(=O)N2CCC(C(=O)NCc3ccncc3)CC2)cc1C,100,0.2,-3,5,-3.4,1,-7,-1,-2,4
COc1cccc(OCC(O)CN2CCN(CCO)CC2)c1 (stereo not given),101,0.0,-2,7,0.3,1,x,-2,-4,4
Cc1nn(-c2cccc([N+](=O)[O-])c2)c(N)c1-c1ccccc1,108,1.1,x,28,-1.4,2,0,0,1,-4
NC(=O)CC(NC(=O)c1ccccc1)c1ccc(NCCc2ccc(Cl)cc2)c([N+](=O)[O-])c1 (stereo not given),102,3.4,x,19,-0.4,-2,-3,1,11,1

# Only part of the results is shown. The share of hits here may be higher or lower than overall.
